LANA DNA inh: blocks KSHV LANA C-terminal domain binding to DNA; inhibition, % at 9 µM; MBP-C-LANA/FAM-LBS DNA binding, fluorescence polarization; 340,000 compounds, 0.078% hits;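 active = highest replicate inhibition at or above 60% at 9 µM, even if other replicates fall short; inactive = all replicates below 60% inhibition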;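 also: 0% = neutral control wells and 100% = 4 µM acridine orange control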
RTF Ca sens act: increases calcium sensitivity of human cardiac regulated thin filaments | P19429+P45379 | IANBD-labeled TnC RTF fluorescence at EC20 calcium; 0% EC20 calcium, 100% full calcium | activation, % at 7.2 µM | 340,000 compounds, 0.24% hits;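 active = activation above the mean over all tested compounds plus 3 SD, cut at about 30% in these data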;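 also: rise in fluorescence read as greater calcium sensitivity of cardiac thin filaments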
DSG3 Ab inh: blocks pemphigus antibody binding to human desmoglein-3; P32926; DSG3-coupled beads, scFv-anti-DSG3-GFP binding, flow cytometry; active compounds read low; binding (percent of control), % at 10 µM; 310,000 compounds, 0.48% hits; AID 588358;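 active = binding more than 3 SD below its plate's average and above zero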;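 also: hits lower antibody fragment binding to DSG3; some compounds called inactive have numbers as strong as hits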
RTF Ca sens inh: cardiac RTF calcium desensitization | IANBD-labeled cardiac RTF, Ca2+ fluorescence | 340,000 compounds, 0.12% hits | AID 493244 | P19429+P45379 | inhibition, % at 7.15 µM;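 active = inhibition above the mean inhibition of all tested compounds plus 3 SD, cut at about 17% in these data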;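 also: assay run at fixed EC70 calcium of 1.6 mM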
Keap1-Nrf2 PPI: inhibitors of human Keap1-Nrf2 protein-protein interaction | Keap1 Kelch-Nrf2 peptide fluorescence polarization, 1536-well | inhibition, % at 9.4 µM | 340,000 compounds, 0.15% hits; in the data active = inhibition above about 12%;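 also: human Keap1 Kelch domain with fluorescein labeled Nrf2 9mer peptide probe; 0% = neutral control wells and 100% = peptide positive control; higher means more block of Keap1 binding to Nrf2 peptide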
OPRM1-OPRD1 inv: mu-delta opioid heterodimer inverse agonism; P35372+P41143; cell-based MOR-DOR heterodimer luminescence; inhibition, % at 9.3 µM; 340,000 compounds, 0.21% hits; in the data active = inhibition above about 22%, passing the limit was not always enough;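 also: 0% = cells with DMSO and 100% = wells without cells with DMSO; values of inactives mirror those of a sister screen read the other way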
Target sequence (P35372 whole entry, looked up): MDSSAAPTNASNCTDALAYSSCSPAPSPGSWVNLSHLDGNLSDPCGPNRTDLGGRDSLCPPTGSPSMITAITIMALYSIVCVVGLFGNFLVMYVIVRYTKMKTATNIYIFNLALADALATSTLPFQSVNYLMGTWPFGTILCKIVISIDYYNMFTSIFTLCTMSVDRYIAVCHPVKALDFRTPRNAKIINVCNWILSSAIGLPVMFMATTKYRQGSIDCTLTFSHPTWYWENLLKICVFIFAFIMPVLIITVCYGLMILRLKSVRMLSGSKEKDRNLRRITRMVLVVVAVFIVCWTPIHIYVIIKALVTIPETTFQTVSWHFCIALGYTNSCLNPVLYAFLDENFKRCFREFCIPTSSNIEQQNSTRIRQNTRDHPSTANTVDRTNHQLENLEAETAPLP
Target sequence (P41143 whole entry, looked up): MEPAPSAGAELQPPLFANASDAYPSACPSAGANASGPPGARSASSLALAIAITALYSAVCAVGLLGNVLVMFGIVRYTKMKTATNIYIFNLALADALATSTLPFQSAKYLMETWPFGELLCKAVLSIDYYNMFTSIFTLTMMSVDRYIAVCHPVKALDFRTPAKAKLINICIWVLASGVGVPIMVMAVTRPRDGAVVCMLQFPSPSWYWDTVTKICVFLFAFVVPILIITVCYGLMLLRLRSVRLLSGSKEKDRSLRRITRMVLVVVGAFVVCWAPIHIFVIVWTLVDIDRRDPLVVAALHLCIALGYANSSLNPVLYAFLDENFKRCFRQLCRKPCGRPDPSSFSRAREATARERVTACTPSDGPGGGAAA
V-ATPase pHluor: yeast V-ATPase proton transport regulation by pHLuorin; S. cerevisiae, pHLuorin cytosolic pH fluorescence; response, % at 10 µM; 350,000 compounds, 0.37% hits; in the data active = response mostly above about 7.3%, no sharp cut-off; inactive = mostly below about 5.4%; also: actives read high; inactives centre near 0; some compounds called inactive have numbers as strong as hits; reference of the scale not given here
Wnt bcat act: activators of Wnt/beta-catenin signaling | Wnt/beta-catenin reporter cell assay, activator, plate reader | activation, % at 9.35 µM | 300,000 compounds, 1.2% hits | AID 743398; in the data active = activation above about 30%, passing the limit was not always enough;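 also: 0% = neutral control wells and 100% = positive control wells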
Arrestin-AP2 inh: human beta-arrestin and AP2 interaction inhibition | FITC-arrestin peptide / GST-AP2 beads, flow cytometry; AP2 beta2 appendage carries R879A mutation | inhibition, % at 10 µM | 340,000 compounds, 0.31% hits;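 active = inhibition above a set limit, near 3 SD of compounds lacking own fluorescence, cut at about 54% in these data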;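 also: plate controls were DMSO wells for no effect and 5 µM unlabelled arrestin peptide for full effect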
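System: GST-AP2 R879A glutathione beads. Medium: PBS with 0.05% Tween 20 and 0.1% BSA. Also added: FITC-arrestin peptide, 50 nM. Incubation: 12 min plus 1 h, RT. Measured by: high-throughput flow cytometry of beads, ex 488, em 535 nm. Evaluation: percent drop in bead-associated FITC signal.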
MOR-DOR ag: agonists of human mu-delta opioid receptor heterodimerization; activation, % at 9.3 µM; cells, OPRM1-OPRD1 heterodimerization, luminescence; 340,000 compounds, 0.3% hits; P35372+P41143; in the data active = activation above about 18%;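 also: 0% = vehicle-treated cells and 100% = reference agonist; values of inactives mirror those of a sister screen read the other way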
Active calls of the source: *; / = no result given.

Molecule,LANA DNA inh,RTF Ca sens act,DSG3 Ab inh,RTF Ca sens inh,Keap1-Nrf2 PPI,OPRM1-OPRD1 inv,V-ATPase pHluor,Wnt bcat act,Arrestin-AP2 inh,MOR-DOR ag
COc1ccccc1CC(=O)Nc1sc2c(c1C(N)=O)CCCC2,0.3,-3,97,-33,5,-29,4,-1,5,4.5
COc1ccc(OC)c(NC(=O)CSc2nnc(-c3ccco3)n2-c2ccccc2)c1,-1.8,-1,/,-9,-6,6,-1,11,-14,-1.3
c1ccc(CN2CCC3(CCCc4ccccc43)CC2)cc1,1.7,3,100,14,1,-10,-2,-4,-3,1.9
CC(=O)Nc1c(Cl)c2c(c(Cl)c1Br)-c1ccc(Cl)cc1C2,3.1,-3,111,5,-4,2,1,-4,-7,-0.5
O=C(Nc1cccc2ncccc12)c1ccc(-c2ccc(Br)cc2)o1,1.0,2,104,-9,-2,-5,-1,1,-6,0.9
Cc1ccccc1NC(=O)CN1C(=O)c2ccccc2C1=O,-1.0,5,109,-6,-4,3,3,1,8,-0.6
Fc1ccc(Sc2nc(-c3ccccc3)nnc2C(F)(F)F)cc1,-1.4,-6,/,-1,0,8,-1,-5,-3,-1.7
CSCCC(NC(=O)c1cc(S(=O)(=O)N2CCOCC2)ccc1C)c1nc2ccccc2[nH]1 (centres undefined),-1.5,-4,96,-8,-7,19,-2,3,-2,-4.9
O=C(NC(=S)Nc1ccc(O)cc1)c1cncc(Br)c1,0.1,-2,/,-3,-3,20,-3,5,-3,-4.0
CCOc1ccc(CN2CCNC(=O)C2CC(=O)NC2CCCCCC2)cc1 (centres undefined),-0.5,0,104,-6,-2,8,2,-1,-21,-1.4
O=C(NCC1CCCCC1)C1(CC2CC(c3ccc(Cl)cc3)=NO2)CCNCC1 (centres undefined),0.6,0,107,-9,-4,0,-1,-20,3,-0.1
COc1ccc(S(=O)(=O)N2CCOCC2)cc1NC(=O)CSc1nnc(NC2CC2)s1,6.2,2,122,-7,-1,15,0,-1,-4,-2.8
C=CCOC(=O)C1=C(C)NC(=S)NC1c1cccs1 (centres undefined),-0.3,0,104,11,-7,-36,-1,0,/,5.2
Cn1c(SCC(=O)c2ccccc2)nc2cccnc21,-2.1,8,90,-10,-9,-11,4,0,6,1.8
COc1ccc(C2=Nn3c(nnc3-c3ccncc3)SC2)cc1,-1.0,-2,97,-4,2,17,1,/,21,-3.2
Cc1c(C)n(CCCN(C)C)c2ncnc(NC3CCCCC3)c12,-0.9,-1,97,-5,5,7,-2,-1,13,-1.4
COc1cc(/C=C2\SC(=N)N(c3ccc(F)cc3)C2=O)ccc1O,-2.0,1,98,-18,-6,12,-1,0,-8,-2.5
O=C(CCc1nc2ccccc2c(=O)[nH]1)Nc1ccc(F)cc1,0.1,3,101,5,2,7,-1,-1,31,-1.3
CCCCn1c(N)c(N(CC)C(=O)c2cc(CC)c(C)s2)c(=O)[nH]c1=O,0.6,-1,100,1,1,8,-1,6,24,-1.3
O=C1CCC(CCC(=O)N2CCCC(C(=O)c3ccc(Cl)cc3)C2)=NN1 (centres undefined),4.5,2,100,-2,-5,8,0,-1,-5,-1.6
CC(=O)Nc1ccc(CN2CCCC(CO)(Cc3cccc(Cl)c3)C2)cc1 (centres undefined),-2.8,0,96,-21,1,-3,2,8,18,0.7
CCOC(=O)c1ccc(NC(=O)NC2CC3CCC(C2)N3)cc1 (centres undefined),-1.1,1,116,1,-1,6,-1,-1,10,-1.2
COc1cccc(Oc2ccc(C(F)(F)F)cc2N)c1,-1.0,-3,107,-3,3,-18,1,/,-1,3.4
Nc1c(SCCC(=O)O)ccc2c1C(=O)c1ccccc1C2=O,-4.0,-1,112,-4,-5,-2,1,3,12,0.6

Molecules above that have bromine:
Molecule,LANA DNA inh,RTF Ca sens act,DSG3 Ab inh,RTF Ca sens inh,Keap1-Nrf2 PPI,OPRM1-OPRD1 inv,V-ATPase pHluor,Wnt bcat act,Arrestin-AP2 inh,MOR-DOR ag
CC(=O)Nc1c(Cl)c2c(c(Cl)c1Br)-c1ccc(Cl)cc1C2,3.1,-3,111,5,-4,2,1,-4,-7,-0.5
O=C(Nc1cccc2ncccc12)c1ccc(-c2ccc(Br)cc2)o1,1.0,2,104,-9,-2,-5,-1,1,-6,0.9
O=C(NC(=S)Nc1ccc(O)cc1)c1cncc(Br)c1,0.1,-2,/,-3,-3,20,-3,5,-3,-4.0

(listing goes on)
Molecule,LANA DNA inh,RTF Ca sens act,DSG3 Ab inh,RTF Ca sens inh,Keap1-Nrf2 PPI,OPRM1-OPRD1 inv,V-ATPase pHluor,Wnt bcat act,Arrestin-AP2 inh,MOR-DOR ag
N#Cc1ccc(C(=O)Nc2nnc(-c3cccs3)o2)cc1,-0.6,0,99,-4,-4,9,2,2,-1,-1.8
CCCCNc1c([N+](=O)[O-])cc(C)cc1[N+](=O)[O-],0.7,-6,101,-8,1,-24,-1,0,5,4.7
O=C(CSc1nc2ccccc2nc1N1CCCC1)Nc1ccc(F)cc1,0.4,6,89,-5,-1,-29,-4,0,9,4.9
COc1ccc(N2CCN(Cc3nc(-c4ccc(Cl)cc4Cl)no3)CC2)cc1,-1.0,-2,104,-5,1,-9,0,/,12,1.6
CCC(C)(C)C1CCC2(CC1)NC(=S)N(c1ccccc1)N2 (centres undefined),2.1,3,111,-4,5,18,-4,8,-2,-3.4
Cc1ccccc1OCC(O)Cn1c(NCc2ccccc2)nc2c1c(=O)[nH]c(=O)n2C (centres undefined),-0.5,-4,103,8,0,2,-3,-18,24,-0.4
CC(=O)Nc1ccc(S(=O)(=O)NCC2CC3CCC2C3)cc1 (centres undefined),-0.8,-1,98,-1,-4,-4,2,0,21,0.9
Cc1cc(F)c(F)c(C(=O)NC2CC2)c1Cl,1.0,-6,112,-7,-6,4,-2,/,-4,-0.7

Entries of single compounds, looked up by structure. Order of screens: LANA DNA inh | RTF Ca sens act | DSG3 Ab inh | RTF Ca sens inh | Keap1-Nrf2 PPI | OPRM1-OPRD1 inv | V-ATPase pHluor | Wnt bcat act | Arrestin-AP2 inh | MOR-DOR ag
C=CCOC(=O)C1=C(C)NC(=S)NC1c1cccs1 (centres undefined) is listed as -0.3 | 0 | 104 | 11 | -7 | -36 | -1 | 0 | / | 5.2
O=C1CCC(CCC(=O)N2CCCC(C(=O)c3ccc(Cl)cc3)C2)=NN1 (centres undefined) is listed as 4.5 | 2 | 100 | -2 | -5 | 8 | 0 | -1 | -5 | -1.6

More structures
Molecule,LANA DNA inh,RTF Ca sens act,DSG3 Ab inh,RTF Ca sens inh,Keap1-Nrf2 PPI,OPRM1-OPRD1 inv,V-ATPase pHluor,Wnt bcat act,Arrestin-AP2 inh,MOR-DOR ag
COc1ccccc1C(=O)COC(=O)/C=C/c1ccccc1,-0.6,-1,102,1,-1,15,0,3,20,-3.0
COc1cc(/C=N/NC(=O)C(N)=O)ccc1OC(=O)c1cccs1,0.3,3,85,-6,-5,1,-1,/,-5,-0.3
CCCN1CCN(S(=O)(=O)c2ccc(-n3cnnn3)cc2)CC1,-1.2,-3,/,-4,-7,14,0,0,-9,-2.6
O=C(O)/C(=C\c1ccc(C(F)(F)F)cc1)c1ccc(S(=O)(=O)N2CCCC2)s1,0.9,0,100,6,-3,18,-6,2,10,-4.8
O=C(c1ccco1)N1CCN(C(=O)c2ccccc2OC(=O)C23CC4CC(CC(C4)C2)C3)CC1,1.6,-3,99,1,4,-13,-7,/,11,2.3
CC(C)(C)c1ccc(OCC(=O)NCCN2CCCC2)cc1,-1.9,-3,99,1,0,17,-2,-1,24,-3.1
O=C(C1CCN(S(=O)(=O)c2ccccc2[N+](=O)[O-])CC1)N1CCOCC1,0.8,2,106,-11,-3,8,1,-3,1,-1.4
CC(C)c1ccc(S(=O)(=O)N2CCC(C(=O)NCc3ccco3)CC2)cc1,-0.2,-8,96,5,-5,5,-2,0,42,-1.1
CCOC(=O)c1sc2nc(C)nc(NCCc3ccccn3)c2c1C,1.6,4,104,-9,-1,-9,3,-7,5,1.7
Cc1cc(C(F)(F)F)n2ncc(-c3cccc(Br)c3)c2n1,0.1,6,96,-6,4,-16,6,-3,4,2.9
CN(CC(=O)Nc1cccc(F)c1)C(=O)/C=C/c1cn(Cc2ccccc2)nc1-c1cccnc1,-3.3,-2,185,-2,-10,5,-3,-2,-13,-0.8
CCc1cc2c(-n3nc(C)cc3C)ncnc2s1,0.0,-5,100,-1,1,-34,-7,/,15,6.7
CC1CCc2c(sc(/N=C/N(C)C)c2C#N)C1 (centres undefined),-1.3,1,97,-5,0,-1,8,39*,39,0.3
Cn1nc(C(F)(F)F)c(C#N)c1N1CCN(c2ccc(F)cc2)CC1,-0.8,8,115,9,-6,-25,0,/,0,4.4
Cc1nc(CCNC(=O)C2CCC(=O)N(CCc3cccc(F)c3)C2)sc1C (centres undefined),-0.5,1,101,-2,-2,-1,-2,-1,15,0.1
COc1ccc(Cc2nc(C(=O)Nc3ccccc3)cs2)cc1,3.0,3,/,-6,-4,7,0,/,-7,-1.3

Wnt bcat act, entries above that show a hit
SMILES	LANA DNA inh	RTF Ca sens act	DSG3 Ab inh	Keap1-Nrf2 PPI	OPRM1-OPRD1 inv	V-ATPase pHluor	Wnt bcat act	Arrestin-AP2 inh	MOR-DOR ag
CC1CCc2c(sc(/N=C/N(C)C)c2C#N)C1 (centres undefined)	-1.3	1	97	0	-1	8	39*	39	0.3

The results go on.
Molecule,LANA DNA inh,RTF Ca sens act,DSG3 Ab inh,RTF Ca sens inh,Keap1-Nrf2 PPI,OPRM1-OPRD1 inv,V-ATPase pHluor,Wnt bcat act,Arrestin-AP2 inh,MOR-DOR ag
COc1ccc(CN2c3cc(S(=O)(=O)N4CCOCC4)ccc3N3CCCC32)cc1 (centres undefined),-3.0,1,117,0,-5,12,2,/,-2,-3.0
COc1cc(/C=C2/SC(=S)N(CC(=O)Nc3nc4ccccc4s3)C2=O)cc(OC)c1OC,1.0,8,102,-9,-12,1,0,/,8,-0.2
COCCNc1nc(-c2ccc(OC)cc2)c(-c2ccc(OC)cc2)s1,1.8,-1,104,-2,3,7,0,1,1,-1.3
CCC(CC)c1nnc(NC(=O)C2=COCCO2)s1,1.0,7,94,-4,6,6,-9,25,-4,-1.1
CCCCC(=NCCc1c(C)[nH]c2ccccc12)C1=C(O)CC(c2ccccc2)CC1=O (centres undefined),0.7,-6,120,0,-1,0,-4,-5,-19,0.0
Cc1c(-c2ncn[nH]2)sc(C#N)c1-c1ccccc1,1.7,4,99,-1,5,0,0,-10,1,0.1
Cc1nnc(NC(=O)CSc2nnc(CC(=O)Nc3ccccc3F)n2C)s1,1.0,-9,/,7,2,12,-3,-2,13,-1.9
CC(C)Oc1nnnn1-c1ccccc1,0.1,-1,97,-4,2,-6,-4,/,-3,0.9

High-throughput results deposited in PubChem by several laboratories.
